M4 antag: antagonists of human muscarinic M4 receptor (CHRM4); CHO-hM4 cells, ACh EC80, Fluo-8 calcium fluorescence; AID 624125; P08173; hit rate 0.73% among 360,000; inhibition, % at 3 µM;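 active = inhibition above its plate's cutoff, the mean inhibition of sample wells plus 3 SD, cut at about 27% in these data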;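 note: 0% = acetylcholine EC80 with DMSO and 100% = DMSO without agonist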
Target sequence (P08173 whole entry, looked up): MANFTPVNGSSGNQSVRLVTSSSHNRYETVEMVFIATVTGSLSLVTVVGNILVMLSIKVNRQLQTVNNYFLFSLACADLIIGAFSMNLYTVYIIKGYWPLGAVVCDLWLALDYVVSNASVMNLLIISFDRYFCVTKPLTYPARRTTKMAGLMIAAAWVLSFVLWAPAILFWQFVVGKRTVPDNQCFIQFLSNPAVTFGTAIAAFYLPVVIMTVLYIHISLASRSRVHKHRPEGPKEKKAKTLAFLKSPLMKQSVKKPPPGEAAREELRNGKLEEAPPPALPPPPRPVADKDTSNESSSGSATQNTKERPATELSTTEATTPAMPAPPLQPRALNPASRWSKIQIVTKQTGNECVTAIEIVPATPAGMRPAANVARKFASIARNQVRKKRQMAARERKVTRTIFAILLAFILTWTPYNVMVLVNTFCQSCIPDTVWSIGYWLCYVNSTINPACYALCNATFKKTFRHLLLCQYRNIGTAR
CRFBP-R2 block: blocks CRF-induced signaling of the CRF-BP/CRF-R2 complex; HEK293 CRF-R2/CRF-BP, CRF-induced calcium fluorescence; inhibition, % at 11.8 µM; hit rate 0.59% among 350,000; AID 588475;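 active = inhibition of the ligand-induced calcium signal above about 50% at the single tested concentration, limit read from the data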
M1 PAM: positive allosteric modulators of human M1 muscarinic receptor | hit rate 0.088% among 360,000 | AID 588819 | CHO-K1 hM1, Fluo-8 calcium fluorescence, ACh EC20; 0% = ACh EC20, 100% = maximal ACh | activation, % at 3 µM; in the data active = activation above about 19%, passing the limit was not always enough
Target sequence (P11229 whole entry, looked up): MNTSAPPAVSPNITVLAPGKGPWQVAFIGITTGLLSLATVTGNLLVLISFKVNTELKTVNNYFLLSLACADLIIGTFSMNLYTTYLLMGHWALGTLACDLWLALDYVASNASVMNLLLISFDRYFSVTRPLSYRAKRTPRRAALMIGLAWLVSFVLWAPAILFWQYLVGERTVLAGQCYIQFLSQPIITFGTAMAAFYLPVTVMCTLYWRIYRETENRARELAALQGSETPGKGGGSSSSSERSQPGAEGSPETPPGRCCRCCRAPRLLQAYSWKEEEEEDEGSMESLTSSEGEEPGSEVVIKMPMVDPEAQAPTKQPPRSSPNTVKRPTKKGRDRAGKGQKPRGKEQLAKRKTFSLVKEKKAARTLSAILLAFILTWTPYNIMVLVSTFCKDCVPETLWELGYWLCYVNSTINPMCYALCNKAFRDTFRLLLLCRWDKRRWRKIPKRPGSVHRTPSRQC
M4 PAM: CHRM4 positive allosteric modulation | P08173 | CHO-K1 hM4/Gqi5, Fluo-8 calcium fluorescence, ACh EC20; 0% = ACh EC20, 100% = maximal ACh | activation, % at 3 µM | hit rate 0.4% among 360,000 | AID 624126;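 active = activation above its plate's cutoff, the mean activation of sample wells plus 3 SD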; note: some results filed as inactive read as strong as hits
CRFR2-BP ag: agonists of human CRF-binding protein/CRF-R2 receptor complex; HEK293 CRF-R2/CRF-BP, calcium dye fluorescence (FLIPR); percent of saturating CRF peptide response; activation, % at 13.2 µM; hit rate 0.46% among 350,000;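 active = activation of at least 50%, plus an integration ratio under a set limit after plate pattern correction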;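 note: plate controls were neutral control wells without compound for no effect and CRF at EC100 for full effect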
CHRM5 PAM: CHRM5 positive allosteric modulation. CHO-K1 hM5, Fluo-8 calcium, ACh EC20 PAM; 0% = ACh EC20, 100% = ACh EC100. activation, % at 3 µM. hit rate 0.3% among 360,000. AID 624038;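 active = activation above the run cutoff, the mean activation of all test compounds plus 3 SD, cut at about 18% in these data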
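System – CHO-K1 hM5 cells · Compound – 3 µM, single dose · Incubation – compound preincubation 140 s before EC20 acetylcholine addition · Technique – Fluo-8 calcium fluorescence · Measure – Max/basal fluorescence ratio as % of EC20–EC100 ACh window · Benchmarks – low control EC20 acetylcholine (0%), high control EC100 acetylcholine (100%) · Replication – singlicate, one well per test compound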
M5 ag: agonists of human muscarinic M5 receptor (CHRM5) | P08912 | activation, % at 3 µM | hit rate 0.19% among 360,000 | CHO-K1 hM5 cells, Fluo-8 calcium fluorescence; 0% DMSO wells, 100% maximal acetylcholine response;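 active = activation above the run's mean over test compounds plus 3 SD, cut at about 23% in these data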;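 note: signal is peak over basal fluorescence ratio across the kinetic read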
M4 ag: CHRM4 agonism in calcium assay; P08173; hit rate 0.14% among 360,000; CHO-K1 hM4/Gqi5, Fluo-8 calcium fluorescence; vehicle 0%, full acetylcholine response 100%; activation, % at 3 µM;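 active = activation above the run mean over all test wells plus 3 SD, cut at about 32% in these data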;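 note: peak over basal fluorescence ratio per well then scaled between controls; 0% = DMSO wells and 100% = acetylcholine at EC100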
CHRM5 antagonist: blocks acetylcholine activation of human M5 receptor; hit rate 0.59% among 360,000; AID 624040; inhibition, % at 3 µM; CHO-hM5 cells, Fluo-8 calcium fluorescence, ACh EC80;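 active = inhibition above a per-plate cutoff, the mean of that plate's test compounds plus 3 SD, cut at about 27% in these data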;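 note: 0% = acetylcholine EC80 with DMSO and 100% = DMSO without agonist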
An asterisk follows results filed as active; x = not tested or not shown.

CRFR2-BP ag,M4 antag,M5 ag,CHRM5 antagonist,M4 PAM,M1 PAM,CRFBP-R2 block,CHRM5 PAM,M4 ag,compound
1.0,7,-1,-2,-1,9,-1,0,1,CC(C)/C=N/NC(=O)c1cccc(N2CCCC2=O)c1
0.0,-7,-1,-3,5,20,6,6,1,CCOC(=O)c1ccc(NC(=O)c2ccco2)cc1
-1.6,4,2,10,-8,14,12,-14,13,NS(=O)(=O)c1ccc(Sc2nc3ccccc3s2)c([N+](=O)[O-])c1
1.9,3,5,7,-5,0,16,-4,1,CC1=C(C(=O)OCc2ccc([N+](=O)[O-])cc2)N2C(=O)C(NC(=O)Cc3ccccc3)C2SC1 (configuration not stated)
-0.7,-5,1,-2,3,3,2,-1,3,COc1ccc(NC(=S)Nc2cccc(S(=O)(=O)N3CCCCC3)c2)cc1
0.2,6,7,-1,-3,7,-11,-7,3,O=C(CN1C(=O)NC2(CCCCCCC2)C1=O)Nc1ccc(Cl)cc1
0.5,5,0,3,-4,-5,26,-2,0,CCC(C)(C(=O)NC1CCCCC1)N(Cc1cccs1)C(=O)CC1NC(=O)NC1=O (configuration not stated)
-1.0,-3,2,-14,3,-5,1,7,5,COCCOC(=O)C1=C(C)NC2=C(C(=O)CC(C)(C)C2)C1c1ccc(N(C)C)cc1 (configuration not stated)
3.2,14,-3,8,-5,-11,-36,-6,-3,O=C(N/N=C\c1ccc(F)cc1)c1cc(OCC(F)(F)F)ccc1OCC(F)(F)F
0.5,-9,-3,-2,6,3,1,-2,0,CCC(=Cc1ccc(CC)cn1)CC
-1.0,-8,1,-28,2,9,3,21*,3,Cc1c(Cl)c(=O)oc2cc(OCC(=O)NCc3cccs3)ccc12
-0.2,2,3,8,-2,14,0,-9,8,Cn1c(N)c(C(=O)COC(=O)CSc2ccccc2)c(=O)n(C)c1=O

Later entries
CRFR2-BP ag,M4 antag,M5 ag,CHRM5 antagonist,M4 PAM,M1 PAM,CRFBP-R2 block,CHRM5 PAM,M4 ag,compound
-0.3,-4,-3,6,-2,7,-11,-1,1,COc1ccccc1S(=O)(=O)Nc1cc(C)nn1-c1ccc(C)cc1
2.2,4,-4,13,-7,-6,1,-11,0,CCC(C)(C)C1CCc2c(sc(NC(=O)c3cccs3)c2C(N)=O)C1 (configuration not stated)
-0.4,2,0,-3,9,0,-5,3,3,C/C(=N/NC(=O)CSCc1ccc(Cl)cc1)c1cccc(NC(=O)c2ccccc2)c1
0.7,2,2,-4,-5,1,11,7,1,O=C(COC(=O)c1cccnc1Cl)NCc1ccc2c(c1)OCO2
-7.1,-9,-5,7,6,9,14,5,1,Cn1c2ccccc2c2nnc(SCC(=O)NCc3ccoc3)nc21
-1.7,6,1,-2,11,0,11,3,1,CCOc1ccccc1N1CCN(S(=O)(=O)CC)CC1
-0.9,4,-1,3,-1,5,-1,-4,0,CCCC(=O)NC(c1ccco1)c1c(O)ccc2ccccc12 (configuration not stated)
-0.6,-1,-4,-4,5,10,23,2,0,Cn1c(=O)c2c(nc(Sc3nc4ccccc4n3CC(=O)N3CCCCC3)n2C)n(C)c1=O
x,0,-3,-1,2,x,x,0,-2,COc1ccc(OC)c(CN2C(=O)c3ccccc3C2c2nnnn2-c2c(C)cccc2C)c1 (configuration not stated)
-0.4,-2,-1,0,4,12,9,4,1,O=C(CN1C(=O)C2CCCCC2C1=O)Nc1ccccc1N1CCCC1 (configuration not stated)
-1.1,0,-2,14,-6,9,-15,-3,5,Cc1ccc2[nH]c3c(c2c1)CCCC3NCCO (configuration not stated)
-0.7,4,-4,11,-5,-1,9,-2,3,CN(C(=O)CSc1nc2sc3c(c2c(=O)n1C)CCC3)C1CCS(=O)(=O)C1 (configuration not stated)

(list continues)
CRFR2-BP ag,M4 antag,M5 ag,CHRM5 antagonist,M4 PAM,M1 PAM,CRFBP-R2 block,CHRM5 PAM,M4 ag,compound
-1.9,11,-1,4,-1,-5,25,0,1,Cc1ccc(S(=O)(=O)NC2CCOC(C)(C)C2)cc1 (configuration not stated)
2.4,0,-4,1,4,4,-15,15,2,CN1CCN(Cc2nc(Cc3ccccc3)no2)CC1c1ccccc1 (configuration not stated)
-2.9,-1,-3,0,18,5,-20,3,0,CC12C=CC3(CN(Cc4ccccc4)C(=O)C3C1C(=O)NC1CC1)O2 (configuration not stated)
-0.8,7,-1,-1,-2,8,-5,-3,0,N#C/C(C(=O)Oc1ccccc1)=C1\C=CC=CN1
-5.0,-14,1,-14,9,11,-7,6,1,Cc1cccc(N=[N+]([O-])c2cccc(C)n2)n1
-0.7,-6,-2,13,1,11,4,0,2,O=C(CC(c1ccccc1)c1ccccc1)NCCOCc1ccccc1
1.9,14,-5,21,-2,-4,-2,-30,13,Cc1ccccc1-c1cc(C(=O)NCc2ccc(OC(F)(F)F)cc2)n(CC2CC(c3cccnc3)=NO2)n1 (configuration not stated)
-1.0,2,-2,1,-2,12,7,16,0,COCC(C)NC(=O)c1ccccc1OC(C)=O (configuration not stated)
-2.8,1,-1,4,9,6,-22,2,1,O=C(Nc1nccs1)C1Cc2ccccc2CN1S(=O)(=O)c1ccc(F)cc1 (configuration not stated)
-4.2,-6,-2,6,-2,1,5,-2,2,COc1ccc(OC)c(/C=C2\SC(N3CCCC(C)C3)=NC2=O)c1 (configuration not stated)
1.3,-6,-2,-14,5,16,4,4,2,CCN(CC)CCNC(=O)C(=O)Nc1cc2c3c(c1)CCN3C(=O)CC2
-0.8,16,4,1,-5,5,5,-1,-1,CCCCNC(=O)NNC(=O)C1CC1(c1ccccc1)c1ccccc1 (configuration not stated)

The final 2 compounds of the section above lead into the next.
CRFR2-BP ag,M4 antag,M5 ag,CHRM5 antagonist,M4 PAM,M1 PAM,CRFBP-R2 block,CHRM5 PAM,M4 ag,compound
1.3,-6,-2,-14,5,16,4,4,2,CCN(CC)CCNC(=O)C(=O)Nc1cc2c3c(c1)CCN3C(=O)CC2
-0.8,16,4,1,-5,5,5,-1,-1,CCCCNC(=O)NNC(=O)C1CC1(c1ccccc1)c1ccccc1 (configuration not stated)
4.5,1,1,3,0,0,-52,6,0,CN(C)CCn1c(=O)n(C2CCCCC2)c(=O)c2c3c(sc21)CCCCC3
1.9,-3,-3,15,7,4,-5,5,1,CC1(C)OC2OC(C3COC(=O)O3)C(OC(=O)c3ccccc3)C2O1 (configuration not stated)
x,-7,2,-4,3,6,x,4,7,CN(C)Cc1csc(NC(=O)Nc2cccc(C(F)(F)F)c2)n1
-0.4,-1,-2,-13,2,4,8,11,1,O=C(N/N=C/c1ccccn1)c1ccc(Cl)cc1
-1.1,-1,1,-2,-4,4,-2,5,1,CN(CC(=O)Nc1ccccn1)S(=O)(=O)c1ccc(Cl)cc1
-0.5,-1,-3,9,4,11,16,-3,2,Cc1nccc(-c2ccc(-n3c(C)ccc3C)cc2)n1
0.3,9,7,14,-7,-5,-13,-9,8,Cc1ccc(OCc2cc(C(=O)N3CCCC(C)C3)no2)cn1 (configuration not stated)
-0.1,12,5,-8,-9,10,8,2,1,Cc1cc(NC(=O)Cn2nc(C(F)(F)F)c3c2CCC3)n(-c2ccccc2)n1
0.4,-3,-2,14,4,12,-7,-4,1,COCCNC(=O)C(c1ccc(F)cc1)N(Cc1ccccc1)C(=O)CCC(=O)Nc1ccccn1 (configuration not stated)
-2.4,-17,-1,5,0,-7,0,-11,11,Cc1ccccc1NC(=O)CCC(=O)N/N=C/c1c[nH]c2ccccc12
-0.6,0,-2,-2,6,7,1,6,-1,CC(C)(C)C(=O)NC(=S)Nc1ccc(F)cc1
10,12,3,1,-9,8,-26,3,8,Cn1c(COc2cccc3ccccc23)nnc1SCC(=O)OC1CCCCC1

Whole records from above. Screens in order: CRFR2-BP ag	M4 antag	M5 ag	CHRM5 antagonist	M4 PAM	M1 PAM	CRFBP-R2 block	CHRM5 PAM	M4 ag
COCCNC(=O)C(c1ccc(F)cc1)N(Cc1ccccc1)C(=O)CCC(=O)Nc1ccccn1 (configuration not stated) as listed: 0.4	-3	-2	14	4	12	-7	-4	1
CN(C)CCn1c(=O)n(C2CCCCC2)c(=O)c2c3c(sc21)CCCCC3 as listed: 4.5	1	1	3	0	0	-52	6	0
Cc1ccccc1NC(=O)CCC(=O)N/N=C/c1c[nH]c2ccccc12 as listed: -2.4	-17	-1	5	0	-7	0	-11	11
Cn1c(COc2cccc3ccccc23)nnc1SCC(=O)OC1CCCCC1 as listed: 10	12	3	1	-9	8	-26	3	8
CC1(C)OC2OC(C3COC(=O)O3)C(OC(=O)c3ccccc3)C2O1 (configuration not stated) as listed: 1.9	-3	-3	15	7	4	-5	5	1

(listing goes on)
CRFR2-BP ag,M4 antag,M5 ag,CHRM5 antagonist,M4 PAM,M1 PAM,CRFBP-R2 block,CHRM5 PAM,M4 ag,compound
-0.8,1,-3,-5,-1,10,-4,1,0,COc1ccc(Cl)cc1N1C(=N)SCC1=O
-3.2,10,-1,3,-5,0,4,-3,0,O=c1oc2ccccc2c2nccnc12
0.8,2,3,-3,3,2,3,-5,5,COc1cc(C(=O)NCCc2nc3ccccc3n2C)cc(OC)c1OC
2.3,-3,-6,0,-1,1,-5,5,0,Cc1ccc(-n2nc(-c3ccco3)cc2C(=O)NCc2cccnc2)cc1
2.3,10,-7,13,-8,-9,-2,-2,-1,Cc1ccc(CN2C(=O)CSC2c2ccccc2F)cc1 (configuration not stated)
1.6,-5,-2,0,13,6,5,2,2,Cn1nnnc1SCC(=O)Nc1ccccc1C(=O)NC1CC1
1.7,-3,-5,-4,-1,3,-22,3,2,CC(=O)Nc1ccc(N/C(=N\S(=O)(=O)c2ccccc2)c2ccccc2)cc1
-3.6,3,1,9,-1,1,10,-6,-1,COc1ccc(S(=O)(=O)NC(CC(C)C)C(=O)NC(C)c2cccs2)cc1 (configuration not stated)
-0.3,1,-1,0,3,12,6,2,0,CCCOc1ccc(NC(=O)CCC(=O)NC(C)c2ccccc2)cc1 (configuration not stated)
0.9,4,-3,8,-7,-4,-25,-4,1,COc1cnc(-c2ccccn2)nc1Sc1ccc(Cl)cc1
0.5,11,2,10,-2,-3,-1,-2,2,COc1ccc(C)cc1NC(=O)CNc1ccc(C(C)=O)cc1
